Bcl-xL primary: Bcl-xL (human) inhibition; actives 0.7% (n = 320,000); Q07817; inhibition, % at 10.9 µM; GST-Bcl-xL / FITC-Bim BH3 peptide fluorescence polarization;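 active means inhibition above the mean of all tested compounds plus 3 SD, cutoff set per campaign, cut at about 30% in these data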;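 further: 0% = DMSO wells and 100% = unlabeled Bim-BH3 peptide competitor; inhibitors lower millipolarization by displacing the labeled peptide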
GLD-1 TGE inh: GLD-1-TGE RNA interaction inhibition (C. elegans); Q17339; inhibition, % at 5.96 µM; AID 2280; purified GLD-1 + fluorescein TGE RNA, fluorescence polarization; actives 0.44% (n = 320,000);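 active means percent inhibition above a per-plate cutoff, the plate mean of test compounds plus 3 SD, cut at about 30% in these data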;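 further: 0% = DMSO wells with GLD-1 and probe and 100% = wells lacking GLD-1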
PME-1 inh: blocks human protein phosphatase methylesterase 1; Q9Y570; recombinant PME-1, FP-Rh probe fluorescence polarization; inhibition, % at 5.9 µM; actives 0.53% (n = 320,000); AID 2130;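 active means inhibition above the campaign mean of all compounds plus 3 SD, cut at about 26% in these data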;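 further: competitive labeling of PME-1 active site by serine hydrolase directed probe; 0% = PME-1 with DMSO and 100% = wells lacking PME-1 enzyme; inhibitors block probe labeling so polarization falls and inhibition rises; many of its hits are not listed in these tables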
Fam108B counter: Fam108B inhibition, counter-screen for RBBP9 inhibitors; AID 1947; recombinant Fam108B, FP-Rh probe fluorescence polarization; actives 0.33% (n = 300,000); inhibition, % at 9.51 µM;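 active means inhibition above the screen mean inhibition plus 3 SD, computed separately per campaign, cut at about 18% in these data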;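 further: inhibitors lower polarization as less probe binds the enzyme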
GSTO1 counter: counter-screen for RBBP9 inhibitors: inhibitors of human GSTO1 | AID 1974 | P78417 | inhibition, % at 5.96 µM | actives 1.1% (n = 300,000) | recombinant GSTO1, activity-based probe fluorescence polarization;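 active means inhibition above the campaign mean inhibition plus 3 SD, cut at about 35% in these data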;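 further: 0% = GSTO1-1 with DMSO and 100% = wells lacking GSTO1-1 enzyme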
Target sequence (P78417 whole entry, looked up): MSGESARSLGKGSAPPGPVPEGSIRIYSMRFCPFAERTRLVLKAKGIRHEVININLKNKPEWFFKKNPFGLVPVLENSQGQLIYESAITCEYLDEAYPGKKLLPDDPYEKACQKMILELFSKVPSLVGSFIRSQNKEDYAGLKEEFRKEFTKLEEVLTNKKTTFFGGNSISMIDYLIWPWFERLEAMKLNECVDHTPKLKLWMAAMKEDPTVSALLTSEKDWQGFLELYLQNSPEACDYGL
TPT1 inh: C. albicans TPT1 enzyme inhibition; actives 0.81% (n = 300,000); AID 1962; inhibition, % at 5 µM; recombinant caTPT1, FP RNA substrate dephosphorylation;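 active means inhibition above the mean of all tested compounds plus 3 SD, set per screening campaign, cut at about 24% in these data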;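 further: plate controls were DMSO alone for no effect and ferristatin control at 100 nM for full effect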
PAD4 FP inh: blocks human protein arginine deiminase 4; inhibition, % at 6.36 µM; recombinant PAD4, RCA probe fluorescence polarization; AID 485272; actives 0.41% (n = 330,000);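 active means percent inhibition above a cutoff equal to the mean of all tested compounds plus 3 SD, cut at about 15% in these data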;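 further: 0% = PAD4 with RCA probe and DMSO and 100% = probe without PAD4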
Target sequence (Q9UM07 whole entry, looked up): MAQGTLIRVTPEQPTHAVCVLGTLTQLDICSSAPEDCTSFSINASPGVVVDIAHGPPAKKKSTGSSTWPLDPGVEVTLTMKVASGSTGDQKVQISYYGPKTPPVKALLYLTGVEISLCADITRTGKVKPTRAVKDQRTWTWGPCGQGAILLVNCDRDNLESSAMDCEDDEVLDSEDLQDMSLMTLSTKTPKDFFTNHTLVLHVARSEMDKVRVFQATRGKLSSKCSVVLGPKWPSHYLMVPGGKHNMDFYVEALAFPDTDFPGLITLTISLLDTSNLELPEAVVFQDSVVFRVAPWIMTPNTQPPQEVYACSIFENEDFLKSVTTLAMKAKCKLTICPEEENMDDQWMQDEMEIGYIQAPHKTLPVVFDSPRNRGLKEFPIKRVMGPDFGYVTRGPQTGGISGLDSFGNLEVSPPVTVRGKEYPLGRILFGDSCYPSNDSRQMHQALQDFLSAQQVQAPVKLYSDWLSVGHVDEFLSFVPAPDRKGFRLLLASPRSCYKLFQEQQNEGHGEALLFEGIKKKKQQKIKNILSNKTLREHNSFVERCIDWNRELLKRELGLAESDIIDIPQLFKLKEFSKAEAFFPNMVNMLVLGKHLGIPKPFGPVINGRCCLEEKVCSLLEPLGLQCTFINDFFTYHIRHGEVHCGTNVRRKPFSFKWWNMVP
MCL1 BIM primary: inhibitors of human MCL1 binding to BIM-BH3 peptide | actives 0.68% (n = 320,000) | GST-MCL1 / FITC-Bim-BH3 fluorescence polarization | inhibition, % at 10.9 µM | AID 2057;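 active means inhibition above the mean inhibition of all tested compounds plus 3 SD, set per campaign, cut at about 40% in these data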;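 further: 0% = DMSO wells and 100% = unlabeled Bim-BH3 peptide control; higher means more loss of mP so more displacement of Bim peptide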
MEX-5 binding: C. elegans MEX-5 TCR-2 RNA binding activity. Q9XUB2. actives 0.38% (n = 300,000). AID 1832. activity score (negative = inhibition of binding), % at 10 µM. MEX-5/FITC-TCR2 RNA binding, fluorescence polarization; hits give low values;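 active means inhibition past about -25% in most replicates, and total fluorescence under double the plate's negative control median, limit read from the data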;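 further: 0% = DMSO and -100% = 5 µM competing unlabeled TCR2 RNA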
Numbers without * were called inactive; . = not tested or not shown. An excerpt. The share of hits here may be higher or lower than overall.

Second line of a record: Bcl-xL primary	GLD-1 TGE inh	PME-1 inh	Fam108B counter	GSTO1 counter	TPT1 inh	PAD4 FP inh	MCL1 BIM primary	MEX-5 binding
O=C(O)c1ccc(OCCCCCCOC2CCCCO2)cc1 (stereo not drawn)
 : 5	-2	1	0	5	-4	-1	-1	0.2
CC1CCCN(C(=O)CCc2nnc(-c3ccc4c(c3)OCO4)o2)C1 (stereo not drawn)
 : 1	4	-2	-4	1	-1	-2	-6	1.5
CCOc1ccc(N/C(C)=C/C(=O)c2ccc(C)o2)cc1
 : 7	4	-6	-4	-2	5	3	4	1.5
CCCCCCC(=O)N1C/C=C\C(c2ccc(OC)cc2)N(Cc2ccc(F)cc2)C(=O)C1 (stereo not drawn)
 : 3	-3	3	5	-8	3	-7	3	-0.4
Cc1cccnc1NC(=O)CNC(=O)c1sc2ccccc2c1Cl
 : 4	-3	1	.	.	.	-3	9	.
CN(C)c1nc(NCc2ccccc2)nc(SCC(N)=O)n1
 : 4	-11	-8	5	-8	0	-7	-5	3.3
C=CCNc1oc(-c2cccs2)nc1S(=O)(=O)c1ccccc1
 : 5	2	6	0	2	-1	-3	0	-1.0
COc1ccc(-c2csc(NC(=O)c3ccc(OCC(=O)N4CCOCC4)c(OC)c3)n2)cc1
 : 3	3	-4	-1	-1	-1	3	9	4.1
CN(C)c1ccc(C(CNC(=O)c2ccccc2F)c2c[nH]c3ccccc23)cc1 (stereo not drawn)
 : 7	7	3	0	-7	6	0	3	2.6
COc1cc2c(cc1OC)/C(=C/C(=O)c1cccc([N+](=O)[O-])c1)NCC2
 : 3	0	-8	4	17	1	-17	3	0.4
CNC(=S)N(CCCn1ccnc1)Cc1c(F)cccc1Cl
 : 1	-1	-2	2	-1	-4	2	9	2.2
O=C(CSc1nc(=O)n(CCCN2CCOCC2)c2c1CCC2)Nc1ccc([N+](=O)[O-])cc1
 : -4	11	6	-2	2	1	-2	-1	1.8
Cc1ccc(Cl)c(NC(=S)N(CCCN2CCOCC2)Cc2ccco2)c1
 : 7	-3	-6	1	8	-2	1	11	-0.2
CC(C)n1nnnc1SCC(=O)NC1CCCC1
 : 3	-3	-2	2	-1	-1	-1	3	-0.1
COC(=O)c1ccc(OCC(O)CN2CCN(C(=O)c3ccco3)CC2)cc1 (stereo not drawn)
 : 2	-1	-1	-3	-3	2	-1	-3	0.9
COc1ccc(C2C(C#N)=C(N)Oc3c2c(-c2ccccc2)nn3-c2ccccc2)c(OC)c1OC (stereo not drawn)
 : 5	-4	6	6	47*	-3	25*	6	-1.0
COc1ccccc1N1CCN(S(=O)(=O)c2c(C)ccc3nsnc23)CC1
 : 5	1	3	-2	-3	-1	-1	-1	-0.1
CC1CCN(Cc2c(C#N)c3ccccc3n2C)CC1
 : 5	1	0	2	-10	5	-2	2	-2.5
O=C(c1cc([N+](=O)[O-])ccc1N1CCN(S(=O)(=O)c2ccc(Cl)c(Cl)c2)CC1)N1CCOCC1
 : 5	6	1	2	0	-3	3	11	0.6
COC(=O)C1=CN(c2ccc(OC)cc2)C=C(C(=O)OC)C1c1cc(OC)c(OC)cc1OC
 : -4	2	-2	5	-1	0	2	-3	1.5
Cc1cccc(OC(C)c2ccnc3nc(/N=C/N(C)C)nn23)c1 (stereo not drawn)
 : 7	3	-2	1	2	-4	-3	5	-2.1
CCc1nc(N=C(N)N)nc2ccccc12
 : -2	-8	-1	-1	-1	-1	-5	-5	1.2
CCOc1cc(/C=N/NC(=O)CCc2n[nH]c(=O)[nH]c2=O)ccc1O
 : 8	7	-1	5	4	-2	1	8	-1.3
COc1ccc(OCC(O)CNC(=O)Nc2ccc(Cl)cc2)cc1 (stereo not drawn)
 : 7	6	-3	-3	12	-2	-2	18	1.8
CN1CCN(c2cc(N3CCN(C(=O)c4ccco4)CC3)c3c4c(onc24)-c2ccccc2C3=O)CC1
 : 37*	6	11	7	17	-9	-4	43*	23
COc1ccc(-n2ncc3c(N4CCN(c5cccc(C)c5C)CC4)ncnc32)cc1
 : -4	6	1	1	2	-3	1	-4	0.8
CCCCNS(=O)(=O)c1cc(-c2nn(C)c(=O)c3ccccc23)ccc1C
 : 2	-5	3	-1	2	1	-5	9	-0.1
CCN(CC(=O)Nc1ccccc1OC)C(=O)C1CCCC1
 : 1	-3	-2	.	.	.	0	6	.
COc1cccc(OC)c1C(=O)Nc1cccc(-c2nc3ccccc3[nH]2)c1
 : 2	-3	-4	0	-4	0	-4	-7	-1.7
COCCNC(=O)C(c1ccc(F)cc1)N(CCOC)C(=O)CCC(=O)Nc1nccs1 (stereo not drawn)
 : 1	-6	0	-1	-4	0	3	-10	-0.2

Further structures:
Second line of a record: Bcl-xL primary	GLD-1 TGE inh	PME-1 inh	Fam108B counter	GSTO1 counter	TPT1 inh	PAD4 FP inh	MCL1 BIM primary	MEX-5 binding
O=C(CSc1nc2ccc(Cl)cc2[nH]1)NC1CCCC1
 : 2	6	-21	-3	0	-3	-2	7	1.0
CCc1ccc(N(C(=O)c2snc(C(N)=O)c2N)C(C(=O)NCCC(C)C)c2c[nH]c3ccccc23)cc1 (stereo not drawn)
 : -6	7	1	-2	6	2	-2	-4	-1.9
CCOc1ccc(NC(=O)NC2CCOC(C)(C)C2)cc1 (stereo not drawn)
 : 0	3	-2	6	9	-1	-2	0	-0.3
Cc1ccc(NC(=O)CCN2CCC(Cc3ccccc3)CC2)cc1
 : 6	-1	-3	-1	3	-3	-5	-1	0.6
O=C(CSc1nc2c(c(=O)n1-c1ccc(Cl)cc1)SCC2)N1CCCC1
 : 9	6	5	1	3	-3	-5	15	-1.9
CN(c1ccccc1C(=O)NC1CC2CCC1C2)S(=O)(=O)c1ccccc1 (stereo not drawn)
 : 5	5	-4	-4	5	-4	6	8	0.8
COc1ccc(CCNC(=O)c2cc(-c3ccccc3OC)on2)cc1OC
 : 1	-1	2	-1	0	-5	3	-1	-0.9
CC1=C/C(=N\NC(=S)NCc2ccccc2)CC1
 : 0	-1	-2	0	4	4	-3	-2	-1.8
COc1c(Br)cc(Br)cc1C(=O)O
 : 3	1	1	-1	-2	-3	-4	3	1.2
COc1ccc(-c2ccc(C#N)c(SCC(=O)Nc3sc4c(c3C#N)CCC4)n2)cc1OC
 : -9	-13	4	-3	3	15	-6	-16	-1.4
Cc1ccc(NC(=O)c2cc(-c3ccco3)nc3ccccc23)cc1S(=O)(=O)N1CCOCC1
 : 4	4	-2	13	10	12	-4	14	1.9
C/C(=C\C(=O)O)CC(=O)O
 : 10	4	-4	-2	-2	-3	-5	8	-1.3
S=C(NCc1ccco1)Nc1cccc(Cl)c1Cl
 : 5	1	-2	5	9	-1	0	13	1.7
COc1ccc(NC(=O)c2cc(-c3ccccc3)nc3c2cnn3C(C)C)c(OC)c1
 : 0	-2	2	.	.	.	-2	-7	.
COc1ccc(OC)c(NC(=O)Cn2c(=O)oc3ccccc32)c1
 : 4	-1	-4	-5	3	-1	-1	11	-0.1
Cc1cc(N2CCN(C)CC2)nc2ccc(NC(=S)N3CCOCC3)cc12
 : 4	2	-5	-3	11	-4	2	9	3.5
COC(=O)c1ccc(C2C(C(=O)Nc3ccc(C)cc3C)=C(C)Nc3ncnn32)cc1 (stereo not drawn)
 : 2	1	-6	-2	15	0	4	-2	-1.9
CN(C)CCn1c2c(c(SCC(=O)Nc3ccc4c(c3)OCCO4)nc1=O)CCC2
 : -6	2	-2	-8	6	-1	-1	-2	2.1
C/C(Cc1ccccc1)=N\NC(=O)CNC(=O)c1ccccc1Cl
 : 1	-2	-9	5	-3	-4	5	3	-0.8
COC(=O)[C@@H]1C(c2c(OC)cc(OC)cc2OC)=NO[C@H]1C(=O)OC
 : 1	-4	-1	0	-1	-1	2	-3	1.1
COc1ccc(CCCNC(=O)CC#N)cc1OC
 : 9	4	-4	3	-7	0	-2	4	3.2
Cc1cc(C=O)c(C)n1-c1ccc(N2CCOCC2)c([N+](=O)[O-])c1
 : 7	4	1	2	4	-1	-4	0	-1.4
CCCc1cc(=O)c2ccc(OCC(C)=O)cc2o1
 : -12	-1	-4	-1	-10	-5	-8	-8	0.4
C=CCn1c(N)c(C(=O)N2CCOCC2)sc1=S
 : 4	6	4	0	1	-1	3	15	-1.0
COc1cc(/C=N/NC(=O)c2cc(C)oc2C)ccc1OCc1ccccc1
 : 2	8	-8	-3	0	-5	1	5	0.7
CCOCC(=O)Nc1c(C(=O)N2CCN(c3ncccn3)CC2)oc2ccccc12
 : 0	-3	3	-7	12	-3	-1	3	1.8
COc1ccccc1N1CCN(Cc2cc(=O)c(OCC(=O)Nc3ccccc3)co2)CC1
 : 2	-4	-3	1	8	-1	-4	2	-0.3
CC1=C(C(=O)N2CCOCC2)C(c2ccccc2F)NC(=O)N1 (stereo not drawn)
 : 4	8	2	0	3	-2	3	-4	0.6
COc1ccccc1CCc1nnc(CCC(=O)N(C)Cc2ccncc2C)o1
 : 5	-2	-8	3	8	1	0	14	0.2
O=c1[nH]c2ccc(NS(=O)(=O)c3ccc(F)c(Cl)c3)cc2[nH]1
 : 6	0	-7	-2	1	-2	-5	4	-1.9

The results go on.
Second line of a record: Bcl-xL primary	GLD-1 TGE inh	PME-1 inh	Fam108B counter	GSTO1 counter	TPT1 inh	PAD4 FP inh	MCL1 BIM primary	MEX-5 binding
CC(C)C(NC(=O)c1ccc(C(C)(C)C)cc1)C(=O)O (stereo not drawn)
 : 10	5	1	1	4	0	3	11	1.2
Cc1nnc(SCC(=O)NC2CCCc3ccccc32)n1-c1ccccc1 (stereo not drawn)
 : 7	4	3	-1	1	0	-2	0	-0.2
CN(CC(=O)Nc1ccc(Cl)cc1)S(=O)(=O)c1cccc2cccnc12
 : 6	9	5	-1	-4	0	-1	6	-3.4
O=C(NC1CCCCC1)C1(S(=O)(=O)c2ccc(Cl)cc2)CC1
 : 0	7	-1	2	-2	2	-1	-4	1.3
COC(=O)c1c(NC(=O)C(C)(C)C)csc1C
 : 6	3	-3	-2	3	3	2	6	0.2
Cc1ccc(S(=O)(=O)N2[C@@H](c3ccc(Cl)cc3)C(C(=O)O)=CC[C@H]2c2cccc(Cl)c2)cc1
 : 1	3	0	-4	-5	0	1	5	.
CC(C)CNS(=O)(=O)c1ccc(CCC(=O)N2CCN(c3ccccc3)CC2)cc1
 : 1	12	-2	1	2	-3	3	10	-1.3
CC(=O)c1ccc(N2CCN(C(=O)Cc3ccccc3)CC2)c(F)c1
 : 5	-5	-5	-6	1	1	-4	8	0.4
COc1ccc(NS(=O)(=O)c2cc(NC(=O)c3nn(C)c(=O)c4ccccc34)ccc2OC)cc1
 : 5	5	-26	-14	8	6	-4	12	1.3
CCN(CC(=O)NCc1cccs1)C(=O)COc1ccccc1C#N
 : 1	1	-1	.	.	.	-4	-3	.
CC(C)(C)NC(=O)CN(Cc1ccc(F)cc1)C(=O)Cn1nnc(-c2ccc(F)cc2)n1
 : 3	6	1	4	4	-1	-1	-3	0.4
CC1CCN(C(=O)CC2C(=O)Nc3c2c(=O)n(C)c(=O)n3Cc2ccccc2)CC1 (stereo not drawn)
 : 7	3	0	4	4	-3	-5	-4	-0.8
CCOc1ccc(C(=O)CCC(=O)N(CC)CC(=O)Nc2c(F)cccc2F)cc1
 : 3	-5	-1	-2	2	4	-5	-5	4.7
CCN1C(=O)CC(NNC(=O)c2ccccc2)C1=O (stereo not drawn)
 : -2	6	-5	1	4	1	1	2	-2.3
Nc1c(C(=O)NCCc2ccccc2)sc2nc(N3CCOCC3)c3c(c12)CCCC3
 : 1	10	7	1	-1	3	-3	-2	1.2
CCCCCCOC(=O)C(C#N)c1nc2ccccc2nc1N1CCOCC1 (stereo not drawn)
 : 1	-4	3	1	2	0	-2	5	-8.4
